Screening results as filed in PubChem.
M1 ag – M1 muscarinic receptor agonism. CHO-M1 cells, Fluo-4 calcium fluorescence, agonist mode; active compounds read high. B-score at 10 µM. AID 626. hit rate 3% among 64,000;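 active means fluorescence rise, raw or as B-score row- and column-corrected plate score, outside the 99.7% band of its plate's samples, either direction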
SF1 activator – activates the human nuclear receptor SF-1. AID 522. CHO-K1 Gal4-SF-1 LBD luciferase reporter; % increase over DMSO SF-1-specific signal. Q13285. hit rate 1.9% among 65,000. activation, % at 10 µM;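 active means activation above the mean activation of all tested compounds plus 3 SD, cut at about 50% in these data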
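Assay system: CHO-K1 cells co-transfected with Gal4 DBD–human SF-1 LBD, 5xGal4 luciferase reporter / Input: 4,000 cells per well / Incubation: 20 h compound exposure at 37 °C after 1 h cell settling / Detection: SteadyLite luciferase luminescence / Control set: DMSO negative control and −SF1 background wells / Replication: one test per compound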
HEK293 NFkB inh – inhibitors of the PMA/ionomycin-induced NF-kB reporter in HEK293 cells | HEK-293 NF-kB luciferase reporter, luminescence | inhibition, % at 3 µM | hit rate 0.21% among 62,000 | AID 465;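 active means inhibition above the mean of all tested compounds plus 3 SD, cut at about 40% in these data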;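 further: 0% = stimulated DMSO wells and 100% = 10 µM reference inhibitor 5653914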
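System: NF-kB luciferase reporter HEK-293 cells | Replication: Single test | Control set: DMSO vs reference inhibitor | Evaluation: % inhibition | Schedule: 1 h pretreatment, 16 h stimulation, 37 °C | Probe or stimulus: PMA with ionomycin | Compound dosing: One dose, 3 µM | Detection: Luciferase luminescence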
TNAP act mid DEA – activators of human TNAP at intermediate phosphate acceptor; P05186; purified TNAP, CDP-star luminescence, 100 mM DEA, 30 min; active compounds read high; scale: 0 levamisole-inhibited, 1 vehicle-only enzyme; activation factor at 20 µM; 64,000 tested, under 10 active; AID 813;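 active means activation factor of at least 2 at 20 µM, relative to controls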
Target sequence (P05186 whole entry, looked up): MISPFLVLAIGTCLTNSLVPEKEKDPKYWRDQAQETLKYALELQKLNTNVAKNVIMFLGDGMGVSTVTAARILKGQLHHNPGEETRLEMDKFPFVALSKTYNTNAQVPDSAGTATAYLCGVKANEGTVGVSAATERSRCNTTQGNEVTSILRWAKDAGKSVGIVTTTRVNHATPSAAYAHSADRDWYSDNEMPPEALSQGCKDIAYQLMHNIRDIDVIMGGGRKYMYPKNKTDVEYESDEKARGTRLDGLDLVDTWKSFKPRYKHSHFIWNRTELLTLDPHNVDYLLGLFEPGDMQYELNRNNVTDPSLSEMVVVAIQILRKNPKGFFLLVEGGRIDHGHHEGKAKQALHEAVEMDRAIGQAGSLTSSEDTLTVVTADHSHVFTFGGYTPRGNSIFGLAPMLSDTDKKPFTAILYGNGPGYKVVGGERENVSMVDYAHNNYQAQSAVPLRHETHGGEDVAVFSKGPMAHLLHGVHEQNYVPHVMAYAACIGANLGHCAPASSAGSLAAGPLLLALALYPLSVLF
tolC growth inh – growth inhibitors of E. coli BW25113 tolC mutant; hit rate 2.2% among 65,000; growth inhibition, % at 10 µM (by protocol); OD615;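 active means growth inhibition at or above a cutoff equal to the mean over every tested compound plus 3 SD, cut at about 60% in these data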;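 further: growth measured after 20 h incubation at 37 °C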
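Assay system: tolC-deleted E. coli BW25113. Medium: kanamycin-containing LB broth (50 µg/mL). Dosing: 10 µM final, single dose. Timing: bacterial growth with compound for 20 h at 37 °C. Detection: A615 absorbance measurement. Read-out basis: growth inhibition in percent.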
NADH coupling – inhibition of NAD/NADH coupling enzymes, library profiling; coupled PK/LDH NADH assays, four targets; IC50, µM (series often up to 10 µM), inactives show top-dose inhibition; hit rate 0.02% among 65,000; AID 774;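 active means single-dose screening hits from any of four coupled enzyme assays that gave an IC50 when retested across doses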;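 further: the DPM-DC format reads NADH fluorescence rather than 340 nm absorbance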
D1 allo mod – D1 dopamine receptor (human) allosteric modulation; B-score at 10 µM; HEK293 D1, CRE-luciferase, dopamine EC30 potentiation; actives deviate in either direction; P21728; hit rate 5.9% among 58,000;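 active means luminescence count or its row- and column-corrected plate score outside the 99.7% band of the plate's sample wells, on either side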
Target sequence (P21728 whole entry, looked up): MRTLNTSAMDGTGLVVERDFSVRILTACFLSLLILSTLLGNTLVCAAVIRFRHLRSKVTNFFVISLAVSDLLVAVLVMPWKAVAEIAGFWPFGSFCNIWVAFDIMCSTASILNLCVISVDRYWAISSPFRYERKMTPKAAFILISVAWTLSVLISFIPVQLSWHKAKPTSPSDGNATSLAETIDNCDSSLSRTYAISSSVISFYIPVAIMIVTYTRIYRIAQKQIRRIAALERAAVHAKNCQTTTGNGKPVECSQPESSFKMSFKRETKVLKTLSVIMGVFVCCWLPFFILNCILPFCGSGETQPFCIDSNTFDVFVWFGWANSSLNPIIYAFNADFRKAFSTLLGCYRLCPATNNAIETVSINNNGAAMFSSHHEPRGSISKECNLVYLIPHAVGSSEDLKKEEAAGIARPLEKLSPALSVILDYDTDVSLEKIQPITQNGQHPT
M1 antagonist – blocks the rat M1 muscarinic receptor response to acetylcholine; CHO-M1 cells, Fluo-4 calcium, ACh EC80 antagonist mode; active compounds read low; P08482; hit rate 3.4% among 64,000; B-score at 10 µM;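 active means calcium fluorescence response, raw or row-and-column corrected B-score, differing from the plate sample mean either way at a set confidence level, mostly lower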
Jurkat tox 60K – reduces viability or proliferation of Jurkat cells; AID 463; Jurkat E6.1 viability, ATP luminescence, 48 h; hit rate 1.2% among 56,000; inhibition, % at 4 µM;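 active means inhibition above the mean inhibition of all tested compounds plus 3 SD, cut at about 28% in these data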
Active calls of the source: *; / = no result given; [ ] = dose if it differs, or a comment.

SMILES | M1 ag | SF1 activator | HEK293 NFkB inh | TNAP act mid DEA | tolC growth inh | NADH coupling | D1 allo mod | M1 antagonist | Jurkat tox 60K
COc1ccc(OC)c(Nc2cc(-c3ccccc3)nc(N)n2)c1 | -0.028 | -45 | 38 | 0.9 | 15 | 6% | -2.1 | 0.21 | 98*
O=C(NC1CCCCCCC1)C1CCN(S(=O)(=O)N2CCCC2)CC1 | -1.1 | -3 | 20 | 1 | -12 | 6% | 0.088 | -0.64 | 10
CCCNS(=O)(=O)c1ccc(CCC(=O)Nc2ccc3c(c2)OCO3)cc1 | -0.55 | -9 | -4 | 0.9 | -11 | 6% | -0.44 | -0.047 | -2
COc1cccc(CNCCOCCO)c1OC | -0.32 | -4 | 1 | 0.9 | -22 | 7% | -0.56 | -1 | -3
Cc1oc(-c2ccccc2F)nc1CS(=O)(=O)CC(=O)NCCN(C)C1CCCCC1 | -1.5 | 2 | 12 | 1 | -5 | 0% | -0.083 | -1 | 3
CC(=O)c1ccc(C(C)(C)c2ccc(C(C)=O)s2)s1 | -0.01 | -9 | 14 | 0.8 | -3 | 1% | -0.2 | -2.6* | 7
c1ccc2c(c1)oc1c(Nc3ccc4c(c3)OCO4)ncnc12 | 0.5 | 92* | -27 | 0.8 | -6 | 3% | 3.1* | 0.19 | 2
CC(=O)Oc1ccc(NC(=O)CSc2ccccc2)cc1 | 0.14 | -14 | 5 | 0.9 | -16 | 3% | 0.47 | -1.1 | 0
CCOC(=O)C1CCN(C(=O)c2cc(OCC)c(OCC)c(OCC)c2)CC1 | 0.33 | 5 | 10 | 0.9 | 2 | 4% | 0.93 | 0.059 | 0
COc1ccc(CCNC(=O)CC2Oc3ccc(Cl)cc3NC2=O)cc1OC (configuration not stated) | -1.2 | -11 | 20 | 1.1 | -6 | 3% | 2.6 | 0.13 | -3

Ordered by length of the SMILES (ascending): 4 of the compounds above
SMILES | M1 ag | SF1 activator | HEK293 NFkB inh | TNAP act mid DEA | tolC growth inh | NADH coupling | D1 allo mod | M1 antagonist | Jurkat tox 60K
COc1cccc(CNCCOCCO)c1OC | -0.32 | -4 | 1 | 0.9 | -22 | 7% | -0.56 | -1 | -3
CC(=O)c1ccc(C(C)(C)c2ccc(C(C)=O)s2)s1 | -0.01 | -9 | 14 | 0.8 | -3 | 1% | -0.2 | -2.6* | 7
O=C(NC1CCCCCCC1)C1CCN(S(=O)(=O)N2CCCC2)CC1 | -1.1 | -3 | 20 | 1 | -12 | 6% | 0.088 | -0.64 | 10
Cc1oc(-c2ccccc2F)nc1CS(=O)(=O)CC(=O)NCCN(C)C1CCCCC1 | -1.5 | 2 | 12 | 1 | -5 | 0% | -0.083 | -1 | 3

Back to the main list, starting 2 compounds before the break.
SMILES | M1 ag | SF1 activator | HEK293 NFkB inh | TNAP act mid DEA | tolC growth inh | NADH coupling | D1 allo mod | M1 antagonist | Jurkat tox 60K
CCOC(=O)C1CCN(C(=O)c2cc(OCC)c(OCC)c(OCC)c2)CC1 | 0.33 | 5 | 10 | 0.9 | 2 | 4% | 0.93 | 0.059 | 0
COc1ccc(CCNC(=O)CC2Oc3ccc(Cl)cc3NC2=O)cc1OC (configuration not stated) | -1.2 | -11 | 20 | 1.1 | -6 | 3% | 2.6 | 0.13 | -3
COc1ccc(C2=NOC(C(=O)N3CCCc4ccccc43)C2)cc1 (configuration not stated) | -0.43 | 20 | 0 | 0.9 | 22 | 4% | / | -0.53 | 7
Cc1ccc(-c2ccc(=O)n(CC(=O)NCCCN3CCCCC3)n2)cc1 | 0.0078 | -12 | 16 | 1 | -14 | 8% | -0.46 | -0.074 | 1
Cc1cc(C)n(-c2nc(Nc3ccccc3)nc(-n3nc(C)cc3C)n2)n1 | -0.52 | 4 | -2 | 0.9 | 9 | 14% | 0.16 | 0.79 | 0
CCn1ncc(C2=NOC(C(=O)Nc3c(C)nn(Cc4ccc(F)cc4)c3C)C2)c1C (configuration not stated) | -2.5* | 0 | 3 | 0.9 | 2 | 1% | -1.7 | -0.18 | 6
CC(=O)Nc1ccc(NC(=O)CSc2nccn2Cc2ccccc2)cc1 | -0.43 | 1 | -3 | 1 | 5 | 10% | -1.4 | -0.032 | 6
CC12CCC(C(=O)NCc3cccnc3)(OC1=O)C2(C)C (configuration not stated) | -0.59 | -10 | 13 | 1 | -17 | 9% | 0.48 | -0.56 | 8
CCOc1cc(C(=O)NCc2ccncc2)cc(OCC)c1OCC | 0.15 | -2 | 10 | 0.9 | 4 | 3% | 0.23 | 0.056 | -10
O=C(Nc1ccc(Br)cc1)C1CCCN1S(=O)(=O)c1cccs1 (configuration not stated) | -1.6 | 4 | 12 | 0.9 | 1 | 5% | -0.26 | -0.0035 | /
CC(=O)C1=C(C)NC(=O)NC1c1ccccc1 (configuration not stated) | -0.92 | -3 | 5 | 1 | 5 | 4% | -0.076 | -0.074 | /
Cn1c(SC/C=C/c2ccccc2)nnc1-c1ccco1 | -0.7 | -8 | -4 | 0.8 | -6 | 3% | -1 | -0.084 | 3
O=C(NCC(c1cccnc1)N1CCOCC1)c1cccs1 (configuration not stated) | -0.1 | 6 | 9 | 0.9 | -27 | 11% | 0.41 | -0.013 | -3
Cn1c(=O)[nH]c(=O)c2c1nc(N1CCCCC1)n2CCOc1ccccc1 | 0.41 | -11 | 15 | 0.9 | 11 | 0% | 14* | 0.64 | 1
CS(=O)(=O)N1CCC(C(=O)NCc2ccc(F)cc2Cl)CC1 | 0.03 | 4 | 2 | 0.9 | 2 | 2% | -0.073 | 0.6 | 3
CCOC(=O)c1cnc2cc(Cl)c(OC)cc2c1NCC1CCCO1 (configuration not stated) | 1.7 | -1 | 12 | 0.9 | 35 | 2% | / | -0.92 | 1
Cc1occc1-c1nnc(SCC(=O)c2c[nH]c3ccccc23)n1C | 0.28 | -9 | 14 | 0.9 | 15 | 1% | 0.64 | 0.22 | /
COc1ccc(OC)c(NC(=O)c2cc(-c3cc(Cl)ccc3O)n[nH]2)c1 | -0.1 | -11 | 2 | 1.2 | 9 | 2% | -0.0079 | -0.0028 | 10
O=c1[nH]c2ccc(Cl)cc2c(-c2ccccc2)c1N1CCN(c2ccccn2)CC1 | -0.35 | 4 | 19 | 0.9 | 49 | 2% | -0.44 | -0.065 | 2
COC(=O)c1ccccc1CCC(C)=O | 0.59 | 1 | 11 | 0.9 | -13 | 7% | 0.14 | 0.21 | 0
O=C(NCc1ccco1)c1cc2c(s1)CSC2 | 0.25 | -17 | 20 | 1 | 0 | 5% | -0.33 | -0.22 | 10
Cc1oc(-c2ccccc2F)nc1CS(=O)CC(=O)NCc1ccc2c(c1)OCO2 (configuration not stated) | 0.27 | 6 | 4 | 1 | 2 | 5% | -0.016 | 0.16 | -13

Going on with the list:
Structure	M1 ag	SF1 activator	HEK293 NFkB inh	TNAP act mid DEA	tolC growth inh	NADH coupling	D1 allo mod	M1 antagonist	Jurkat tox 60K
O=C(Nc1cc(C(F)(F)F)ccc1N1CCOCC1)c1cncc(Br)c1	0.77	-9	11	1	-16	4%	2.7	-0.39	1
Cc1occc1C(=O)NCc1ccccn1	2.2*	6	-6	0.9	-10	10%	-0.31	0.19	-1
COc1ccccc1-c1cn(S(=O)(=O)c2ccc(F)cc2)nc1N	0.96	-9	6	0.8	22	5%	/	0.13	8
Cc1cc(C)nc(NC(=O)c2cc3ccccc3o2)n1	-0.17	0	14	0.9	-8	7%	0.01	-0.25	6
CCOc1nc(-c2ccc(OC)cc2)ccc1-c1noc(C)n1	0.35	8	7	0.8	-7	7%[fluoresces]	0.55	1.8	-6
O=C(O)Cn1c(C(F)(F)F)nc2ccccc21	-0.45	1	20	1	-16	0%	-0.46	0.75	-5
COc1cc(NC(=O)c2noc3c2CCCC3)c(OC)cc1Cl	0.39	-28	2	0.9	-16	4%	-0.94	-0.094	-2
COCC(=O)Nc1ccccc1C(=O)Nc1ccc(OC)cc1	-0.19	59*	5	0.9	-10	3%	/	-0.21	-4
CCC(Oc1ccccc1)C(=O)Nc1ccccc1OC (configuration not stated)	1.5	-24	6	0.8	24	4%	1.2	0.049	11
O=C(CCCNS(=O)(=O)c1cccc2nsnc12)NCCc1ccccc1	-1.2	-4	9	1	-8	8%	-4*	0.0035	6
CCOC(=O)c1cc(C(=O)OCC)c2cc(Br)ccc2n1	-0.54	5	19	0.9	17	9%	2.8	-1.4	0
Cn1c(SCC(=O)NC2CCCCCC2)nnc1-c1cccs1	-0.39	3	-3	0.9	-3	1%	/	0.96	-4
CC(C(=O)NC1CCCC1)N(Cc1ccco1)C(=O)c1snc(C(=O)NC2CCCC2)c1N (configuration not stated)	-0.55	-6	6	0.9	16	15%	0.17	-0.87	-3
N#Cc1cnn(-c2nc(SCc3ccccc3)nc3sc4c(c23)CCCC4)c1N	-0.41	-10	15	0.9	2	1%	/	0.54	/
CCCCSc1nnc(CCCCCNC(=O)OC(C)(C)C)o1	-1.3	3	12	0.8	28	4%	-0.75	-0.3	10
CNC(=O)NC(=O)CSc1nc2cc(C(=O)OC)ccc2c(=O)n1-c1ccccc1	1.1	1	17	1	-5	10%	0.13	-0.059	-10
c1ccc2nc(N3CCCC3)c(N3CCCC3)nc2c1	-0.013	-4	3	0.9	12	7%	0.66	-0.0078	0
c1coc(CNCC2OCCc3ccccc32)c1 (configuration not stated)	0.073	-1	23	0.9	-18	7%	-1.7	0.0095	-2
CC(=O)N(CCCN(C)C)CCC(C)CCC=C(C)C (configuration not stated)	-1.7	-8	1	0.9	-9	7%	-0.24	-0.28	-3
COn1c(SC2CCCCC2)nc2ccccc2c1=O	0.32	2	/	0.9	13	3%	/	0.034	/
CN1C(=O)C(O)(CC(=O)c2ccccn2)c2cc(Br)ccc21 (configuration not stated)	-2.7*	-4	8	0.9	-2	8%	/	0.44	8
O=C(Nc1ccccc1C1CC1)c1cccs1	1	-12	-12	0.9	5	1%	0.2	0.024	-4
Cc1cccc(-c2nnc3n2N=C(c2ccc(Br)cc2)CS3)c1	0.66	-5	/	0.9	16	1%	0.15	0.62	/
O=C(c1cccnc1)N1CCCc2ccccc21	-3*	7	8	0.9	-10	3%	0.26	0.028	-5
Cc1ccc(-n2c(=O)c3sccc3n(CC(=O)N3CCCC3)c2=O)cc1	1.6	-2	17	0.9	-15	3%	0.93	1	-6

Retrieved by structure from the entries so far:
Structure	M1 ag	SF1 activator	HEK293 NFkB inh	TNAP act mid DEA	tolC growth inh	NADH coupling	D1 allo mod	M1 antagonist	Jurkat tox 60K
Cc1cc(C)nc(NC(=O)c2cc3ccccc3o2)n1	-0.17	0	14	0.9	-8	7%	0.01	-0.25	6
Cc1occc1-c1nnc(SCC(=O)c2c[nH]c3ccccc23)n1C	0.28	-9	14	0.9	15	1%	0.64	0.22	/
CC(=O)N(CCCN(C)C)CCC(C)CCC=C(C)C (configuration not stated)	-1.7	-8	1	0.9	-9	7%	-0.24	-0.28	-3
O=C(NCc1ccco1)c1cc2c(s1)CSC2	0.25	-17	20	1	0	5%	-0.33	-0.22	10
Cn1c(=O)[nH]c(=O)c2c1nc(N1CCCCC1)n2CCOc1ccccc1	0.41	-11	15	0.9	11	0%	14*	0.64	1
